A549 viability: kills or reduces viability of A549 cells in Nrf2 counter-screen; A549 ARE-Fluc cells, CellTiter-Fluor viability, 18-24 h; Potency, µM (highest dose often 46 µM), for inactives: top-dose activity change, negative = cytotoxicity, most hits filed as inhibitors; 0.16% of 390,000 active; further: potency means the concentration at half of the fitted maximal effect; on the % scale 0 is the no-effect control and ±100 the full control effect
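Cytotoxicity counterscreen: CellTiter-Fluor fluorescence was measured in A549 ARE_Fluc cells after 18-24 h of compound exposure in a concentration series. The subsequent BugLite luminescent read reports ARE-luciferase activity.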
Akt phos inh: inhibitors of Akt phosphorylation; 0.32% of 360,000 active; AID 651550; activity change, % for hits at 50 µM; Neuro2A IGF-stimulated pAkt S473 HTRF, 20 min; hits give low values; in the data active means activity change below about -80%; inconclusive means mostly about -51% to -80%; further: on the % scale 0 is the no-effect control and ±100 the full control effect
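Neuro2A cells in DMEM with 0.5% FBS, overnight at 37 deg C, given compound at single 50 µM final, then IGF (6 nM final) for 20 min at 37 deg C. Lysed; phospho-Akt Ser473 by HTRF after 24 h, 665/615 ratio.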
CCT modulator: cytosolic chaperonin activity modulation. purified chaperonin ATPase assay, HTRF ADP detection, 30 min. activity change, % (no concentration beside the values), hits read low. 0.3% of 360,000 active. AID 651819; in the data active means activity change below about -30%; further: on the % scale 0 is the no-effect control and ±100 the full control effect
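ATPase activity: ADP formed was measured by HTRF Transcreener (665/615 nm ratio) after 30 min at 37 deg C with 10 uM ATP. Compounds screened at one 76 uM concentration against 40 or 20 nM TRiC in Tris pH 7.4/KCl/MgCl2/DTT buffer.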
Nrf2 activator: activators of Nrf2 (ARE) signaling; AREc32 ARE-luciferase reporter (MCF7-derived line), luminescence, 24 h; Potency, µM (highest dose often 46.1 µM), for the others: top-dose activation, most hits filed as activators; 0.31% of 410,000 active; AID 624171; further: potency means the concentration at half of the fitted maximal effect; % of control where 0% means no effect; nearly all actives have a fitted effect of over 65% in size
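Luciferase luminescence (Steady-Glo, 30 min at room temperature) served as the read-out of ARE activation in AREc32 cells treated with compounds for 24 hr at 37 deg C.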
ATXN viability: cell viability loss in ATXN counter-screen | S2 cells (HEK-293 line with an ATXN2-luciferase reporter) viability, CellTiter-Fluor protease fluorescence, 24 h | Potency, µM (series often up to 56.7 µM), usual class: cytotoxic | 0.49% of 400,000 active; further: potency means the concentration at half of the fitted maximal effect; nearly all actives have a fitted effect of over 40% in size
Nrf2 inh: Nrf2 pathway inhibition | A549 ARE-Fluc reporter, luciferase luminescence, 18-24 h | Potency, µM (doses to about 46 µM), without a hit: top-dose activity change, negative = inhibition, usual class: inhibitors | 2.1% of 360,000 active | AID 504444; further: potency means the concentration at half of the fitted maximal effect; on the % scale 0 is the no-effect control and ±100 the full control effect; nearly all actives have a fitted effect of over 60% in size
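In this cell-based qHTS, ARE-driven firefly luciferase in A549 cells reports Nrf2 activity; the luminescent signal after BugLite lysis is the measured value, with a prior CellTiter-Fluor read for cell health.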
HepG2 tox: HepG2 cytotoxicity, counter-screen for TGF-b inhibitors; HepG2 CAGA-GFP viability, ATP luminescence, 18 h; Potency, µM (series often up to 46.1 µM), for the others: at the highest dose activity change, negative = cytotoxicity, most hits filed as cytotoxic; 0.76% of 410,000 active; AID 588856; further: potency means the concentration at half of the fitted maximal effect; some results filed as inactive show a strong effect at the top dose
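HepG2 CAGA-GFP cells (1000/well, DMEM with 1% FBS) received compound, then TGF-beta at 500 pg/mL final, and were incubated 18 hours at 37 degrees C. Viability was read by CellTiter-Glo luminescence. Media-only wells were set as complete cell-killing and DMSO as no toxicity.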
MmCpn inh: inhibitors of Methanococcus maripaludis chaperonin (MmCpn). Potency, µM (doses to about 76.9 µM), for inactives: at the top dose activity, negative = inhibition, hits mostly inhibitors. 0.031% of 330,000 active. purified Mm-Cpn ATPase, ADP Transcreener TR-FRET; further: potency means the concentration at half of the fitted maximal effect; on the % scale 0 is the no-effect control and ±100 the full control effect; nearly all actives have a fitted effect of over 80% in size
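ATP (10 uM final) was added to archaeal chaperonin (25 nM final) after 10 min exposure to test compound at 37°C; after 30 min further incubation, ADP was detected by competitive TR-FRET.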
TGFb SMAD3 inh: TGF-b pathway inhibition | 1.2% of 410,000 active | Potency, µM (highest dose often 46.1 µM), inactives show top-dose activity, negative = inhibition, most hits filed as inhibitors | AID 588855 | HepG2 CAGA-GFP TGF-b/SMAD3 reporter, GFP fluorescence, 18 h; TGF-beta stimulated, 500 pg/mL final; further: potency means the concentration at half of the fitted maximal effect; on the % scale 0 is the no-effect control and ±100 the full control effect; nearly all actives have a fitted effect of over 65% in size
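Inhibition was scored as loss of TGF-beta-induced (500 pg/mL final, 18 hours, 37 degrees C) GFP in HEPG2 cells carrying a CAGA-GFP reporter, in DMEM with 1% FBS. Well GFP was summed per cell; Activity was normalised to unstimulated and stimulated DMSO wells, then concentration-response fitting.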
Active calls of the source: *; [ ] = another dose, or the depositor's remark. Unless noted, the call rests on the fitted dose curve; in most records, active means well fitted curve in the direction sought with a large enough effect; inconclusive means small, poorly fitted or top-dose-only effect, or another doubt; inactive means no such curve, though single readings can be large; an effect the other way counts as inactive or inconclusive.

What do the screens show for `COC(=O)C1(C)NC(c2ccc(O)cc2)C2C(=O)N(c3ccc4c(c3)OCCO4)C(=O)C21` (centres undefined)?
A549 viability: -5.5%; Akt phos inh: inactive; CCT modulator: 2.7; Nrf2 activator: -0.9%; ATXN viability: inactive; Nrf2 inh: 16.0%; HepG2 tox: 0.9%; MmCpn inh: -3.3%; TGFb SMAD3 inh: -1.6%

How did COC(=O)C1C(=O)CC(C)(O)C(C(=O)OC)C1c1ccccc1F (centres undefined) do in these assays?
A549 viability: -1.3%; Akt phos inh: inactive; CCT modulator: -0.4; Nrf2 activator: -0.1%; ATXN viability: inactive; Nrf2 inh: 12.7%; HepG2 tox: -3.0%; MmCpn inh: 1.8%; TGFb SMAD3 inh: -0.3%

How did Cc1ccc(S(=O)(=O)Cn2nnnc2CN2CCN(Cc3ccc4c(c3)OCO4)CC2)cc1 do in these assays?
A549 viability: 3.4%; Akt phos inh: inactive; CCT modulator: -0.5; Nrf2 activator: -0.1%; ATXN viability: inactive; Nrf2 inh: -5.6%; HepG2 tox: -20.8%; MmCpn inh: -0.1%; TGFb SMAD3 inh: -24.2%

Results for CCOc1ccccc1CN(CCc1ccc2c(c1)OCO2)Cc1cccc(OC)c1OC ?
A549 viability: -20.7%; Nrf2 activator: -0.2%; ATXN viability: inactive; Nrf2 inh: 5.2%; HepG2 tox: -21.1%; TGFb SMAD3 inh: inconclusive

What do the screens show for `CC(C)c1nnc(NC(=O)CCC(=O)N2CCN(C3c4ccccc4-c4ccccc43)CC2)s1`?
A549 viability: 8.7%; Akt phos inh: inactive; CCT modulator: -0.9; Nrf2 activator: -0.5%; ATXN viability: inactive; Nrf2 inh: -6.1%; HepG2 tox: 1.1%; MmCpn inh: -0.6%; TGFb SMAD3 inh: -2.4%

Results for COc1ccc(C2=CC(c3ccco3)n3ncnc3N2)cc1 (centres undefined) ?
A549 viability: inconclusive; Akt phos inh: inactive; CCT modulator: -5.8; Nrf2 activator: inconclusive; Nrf2 inh: 23.1%; HepG2 tox: -9.4%; MmCpn inh: -7.1%; TGFb SMAD3 inh: 24.0%

How did O=C(NNS(=O)(=O)c1ccc(F)cc1)c1cc2ccccc2cc1O do in these assays?
A549 viability: 0.8%; Akt phos inh: inactive; CCT modulator: 0.8; Nrf2 activator: -0.1%; ATXN viability: inactive; Nrf2 inh: 9.8%; HepG2 tox: 0.6%; MmCpn inh: -1.1%; TGFb SMAD3 inh: inconclusive

What do the screens show for `C=CCNC(=S)NNC(=O)c1ccc(OCCC)cc1`?
A549 viability: -6.6%; Akt phos inh: inactive; CCT modulator: -5.5; Nrf2 activator: 0.3%; ATXN viability: inactive; Nrf2 inh: -2.7%; HepG2 tox: 1.6%; MmCpn inh: 1.8%; TGFb SMAD3 inh: 20.8%

Results for CC(=O)OCC1OC(Nc2cccc(C)c2)C(OC(C)=O)C(OC(C)=O)C1OC(C)=O (centres undefined) ?
A549 viability: -8.7%; Akt phos inh: inactive; CCT modulator: -0.5; Nrf2 activator: 0.0%; ATXN viability: inactive; Nrf2 inh: 10.8%; HepG2 tox: 6.3%; MmCpn inh: 1.8%; TGFb SMAD3 inh: 3.6%

What do the screens show for `COc1ccccc1C1NC(=O)NC(C)=C1C(=O)OC1CCCC(C)C1` (centres undefined)?
A549 viability: -7.5%; Akt phos inh: inactive; CCT modulator: -2.0; Nrf2 activator: -1.0%; ATXN viability: inactive; Nrf2 inh: inconclusive; HepG2 tox: 0.9%; MmCpn inh: 0.5%; TGFb SMAD3 inh: -1.1%

Results for CCN1CCN(C(=O)C2(NC(=O)Nc3cccc(F)c3)CCCCC2)CC1 ?
A549 viability: -1.0%; Akt phos inh: inactive; CCT modulator: -1.8; Nrf2 activator: -0.7%; ATXN viability: inactive; Nrf2 inh: 2.4%; HepG2 tox: -9.4%; MmCpn inh: -4.5%; TGFb SMAD3 inh: -1.8%

What do the screens show for `COc1ccc(-c2noc(CCCC(=O)Nc3cccnc3)n2)cc1OC`?
A549 viability: -10.7%; Akt phos inh: inactive; CCT modulator: 3.4; Nrf2 activator: -0.3%; ATXN viability: inactive; Nrf2 inh: -1.8%; HepG2 tox: -6.8%; MmCpn inh: 1.3%; TGFb SMAD3 inh: -0.1%

How did Cc1cc(C)n(-c2nc(C)nc(NCc3ccccc3)n2)n1 do in these assays?
A549 viability: -4.9%; Akt phos inh: inactive; CCT modulator: 2.1; Nrf2 activator: 0.0%; ATXN viability: inactive; HepG2 tox: -14.2%; MmCpn inh: -1.1%; TGFb SMAD3 inh: -30.7%

Results for CC1CCCN(CCCNC(=O)C2CC(=O)N(c3ccc(F)c(Cl)c3)C2)C1 (centres undefined) ?
A549 viability: -3.5%[1.84 µM]; Akt phos inh: inactive; CCT modulator: 0.5; Nrf2 activator: 0.0%; ATXN viability: inactive; Nrf2 inh: 9.2%; HepG2 tox: -5.1%; MmCpn inh: 1.0%; TGFb SMAD3 inh: -2.6%

How did CC(C)c1nc2oc3c(NCc4cccnc4)ncnc3c2c2c1CCC2 do in these assays?
A549 viability: 8.8%; Akt phos inh: inactive; CCT modulator: -0.4; Nrf2 activator: -0.6%; ATXN viability: inactive; Nrf2 inh: 3.8%; HepG2 tox: 2.4%; MmCpn inh: 1.5%; TGFb SMAD3 inh: -10.4%

How did C/C(=N/NC(=O)c1ccc(O)cc1)c1cccc([N+](=O)[O-])c1 do in these assays?
A549 viability: -1.2%; Akt phos inh: inactive; CCT modulator: 2.0; Nrf2 activator: 3.2%; ATXN viability: inactive; Nrf2 inh: 10.4%; HepG2 tox: 25.0%; MmCpn inh: 0.6%; TGFb SMAD3 inh: 2.5%

Results for COc1cccc(CNC(=O)Cc2c(C(=O)O)[nH]c3ccccc23)c1 ?
A549 viability: 2.5%[1.84 µM]; Akt phos inh: inactive; CCT modulator: -9.9; Nrf2 activator: -0.2%; ATXN viability: inactive; Nrf2 inh: 2.5%; HepG2 tox: -8.5%; MmCpn inh: -0.5%; TGFb SMAD3 inh: -15.1%

How did CC(=O)Nc1cc(NC(=O)C2C3C=CC(C3)C2C(=O)O)ccc1Cl (centres undefined) do in these assays?
A549 viability: 4.2%; Akt phos inh: inactive; CCT modulator: 0.5; Nrf2 activator: -0.6%; ATXN viability: inactive; Nrf2 inh: -11.6%; HepG2 tox: -16.9%; MmCpn inh: -1.9%; TGFb SMAD3 inh: -0.3%

Results for Cc1ccc2c(c1)-c1onc(C(=O)N3CCN(c4cccc(C)c4C)CC3)c1CO2 ?
A549 viability: -0.1%; Nrf2 activator: -0.3%; ATXN viability: inactive; Nrf2 inh: inconclusive; HepG2 tox: 0.6%; TGFb SMAD3 inh: -4.4%

What do the screens show for `CC1(C)Cc2nc3sc(C(=O)NCCCO)c(N)c3cc2CS1`?
A549 viability: 1.4%; Akt phos inh: inactive; CCT modulator: 2.5; Nrf2 activator: 3.1%; ATXN viability: inactive; Nrf2 inh: inconclusive; HepG2 tox: -14.9%; MmCpn inh: 0.1%; TGFb SMAD3 inh: 20.0%

What do the screens show for `CCOC(=O)c1ccccc1Nc1cc(C)nc2nc(-c3ccco3)nn12`?
A549 viability: -21.0%; Nrf2 activator: 4.6%; Nrf2 inh: -1.7%; HepG2 tox: -20.0%; TGFb SMAD3 inh: inconclusive

Results for N/C(=N\OC(=O)c1cccs1)c1cccc([N+](=O)[O-])c1 ?
A549 viability: 5.1%; Akt phos inh: inactive; CCT modulator: 0.2; Nrf2 activator: inconclusive; ATXN viability: inactive; Nrf2 inh: inconclusive; HepG2 tox: -12.4%; MmCpn inh: 1.3%; TGFb SMAD3 inh: -4.9%

Results for COc1ccc(C(=O)NCCN2C(=O)S/C(=C\c3cccnc3)C2=O)cc1[N+](=O)[O-] ?
A549 viability: -6.9%; Akt phos inh: inactive; CCT modulator: -0.1; Nrf2 activator: 11.5%; ATXN viability: inactive; Nrf2 inh: -2.9%; HepG2 tox: -11.2%; MmCpn inh: 1.3%; TGFb SMAD3 inh: -0.4%

What do the screens show for `COc1cc2cc(CN(CCCN3CCOCC3)Cc3nnnn3Cc3ccccc3)c(=O)[nH]c2cc1OC`?
A549 viability: 6.2%; Akt phos inh: inactive; CCT modulator: 0.0; Nrf2 activator: 2.5%; ATXN viability: inactive; Nrf2 inh: -8.1%; HepG2 tox: -16.0%; MmCpn inh: 0.3%; TGFb SMAD3 inh: 9.8%

What do the screens show for `CCOC(=O)Cc1ccc(NC(=O)N2CC(CC)Oc3ccccc32)cc1` (centres undefined)?
A549 viability: 0.4%; Nrf2 activator: 0.9%; Nrf2 inh: 24.3%; HepG2 tox: 3.3%; TGFb SMAD3 inh: 1.2%

How did O=C(CCS(=O)(=O)Cc1ccc(Cl)cc1)NCCCN1CCOCC1 do in these assays?
A549 viability: -4.1%; Akt phos inh: inactive; CCT modulator: -1.4; Nrf2 activator: 0.2%; ATXN viability: inactive; Nrf2 inh: -21.2%; HepG2 tox: -1.7%; MmCpn inh: -1.9%; TGFb SMAD3 inh: 16.9%

What do the screens show for `COC(=O)c1ccc(OC(=O)/C=C/c2ccco2)cc1`?
A549 viability: -12.2%; Akt phos inh: inactive; CCT modulator: -3.4; Nrf2 activator: 5.8%; ATXN viability: inactive; Nrf2 inh: -2.0%; HepG2 tox: -3.7%; MmCpn inh: 2.5%; TGFb SMAD3 inh: 0.3%

Results for O=C(NCc1ccccn1)c1cc2ccccc2oc1=O ?
A549 viability: -6.2%; Akt phos inh: inactive; CCT modulator: 0.4; Nrf2 activator: -0.5%; ATXN viability: inactive; Nrf2 inh: 24.4%; HepG2 tox: 1.8%; MmCpn inh: 1.1%; TGFb SMAD3 inh: 42.3%[activator]
